Lipid droplet – modulators of hepatic lipid droplet formation. AML12 mouse hepatocytes, oleate lipid droplets, BODIPY imaging. inhibition, % at 6.5 µM. 240,000 compounds, 0.4% hits;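 active means lipid droplet intensity inhibited by at least 50%, with more than 500 cells counted; inconclusive means wells with under 300 cells, treated as cytotoxic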
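Test system: AML12 hepatocytes (mouse); reagent: oleate loading, 100 µM; dosing: one dose, 6.5 µM compound; incubation: overnight exposure; signal: fluorescence imaging, 20x objective, two fields per well; read-out basis: % inhibition of corrected integrated BODIPY droplet signal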
K1F lysis inhibition – inhibition of K1F phage lysis, E. coli UTI89, bacterial capsule biogenesis inhibitors, alamar blue (AID 488966); E. coli UTI89 K1F phage lysis, alamar blue, 2 h; higher % means a stronger effect; 340,000 compounds, 0.02% hits; inhibition, % at 100 µM, or IC50 in µM where a hit was titrated;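 active means phage lysis inhibition, versus mean bacterial control, above a set limit; inconclusive means no clear call, values can overlap the other calls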;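 further: capsule biogenesis inhibitors block K1F phage lysis so surviving cells raise fluorescence; higher fluorescence means more inhibition of phage lysis; actives were called in the ten point dose series up to 300 µM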
Myeloid diff 2 – promotes myeloid progenitor differentiation; calls only at 10 µM; ER-HoxA9 myeloid progenitors, lysozyme-GFP differentiation, flow cytometry; 360,000 compounds, 1% hits;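 active means normalized GFP-positive differentiation at or above the plate's own cutoff, the solvent-only control mean plus 3 SD; inconclusive means no clear call, values can overlap the other calls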;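 further: cells exposed to compound for four days before flow analysis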
Lipid droplet cells 6.5 µM – further read-out of Lipid droplet, marked with its call; cell count; measured here: cell count, cytotoxicity flag;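 cells counted across two imaged fields per well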
Myeloid diff 2 GFP+ MAC1+ % – second read-out of Myeloid diff 2, no call of its own (marks repeat the call); GFP+ MAC1+ double positive, %; measured here: differentiation confirmed by MAC1 staining
The depositor's hits bear a star; i = inactive; u = inconclusive; x = no result given; [ ] = another dose, or the depositor's remark. Only part of the results is shown; count on the stated rates, not on these rows.

no.	SMILES	Lipid droplet	Lipid droplet cells 6.5 µM	K1F lysis inhibition	Myeloid diff 2	Myeloid diff 2 GFP+ MAC1+ %
1	O=C(COc1ccc(Br)cc1)NCCCNC(=O)c1cnccn1	-3	804	0.2%	i	3.5
2	Cc1cc(NC(=O)c2ccco2)ccc1NC(=O)c1ccco1	-7	733	0.0%	i	1.4
3	CN(C)c1ccc(Nc2ccc([N+](=O)[O-])cn2)cc1	-11	762	0.4%	i	0.5
4	CNC(=O)c1cc(S(=O)(=O)Nc2ccc3c(c2)OCO3)ccc1C	-4	798	0.0%	i	1.1
5	CC(Oc1ccc2ccccc2c1)C(=O)N/N=C/c1cccnc1 (stereo unspecified)	4	842	-0.1%	i	3.1
6	C=CCOn1c(=O)c(-c2ccc(F)cc2)[n+]([O-])c2ccccc21	4	799	0.2%	i	0.7
7	COc1cc2c(c(OC)c1OC)-c1ccc(OC)c(=O)cc1[C@@H](N(C)CC#CCO)CC2	-277	406	-0.1%	u	x
8	Cc1cc(C)n(CCNC(=O)C2CCC(=O)N(CC3CCCCC3)C2)n1 (stereo unspecified)	-10	698	0.3%	i	2.8
9	O=C(Nc1ccc2nc3n(c(=O)c2c1)CCCCC3)c1ccccc1[N+](=O)[O-]	27	710	0.1%	i	0.6
10	Cc1cc2c(cc1S(=O)(=O)N(C)c1ccccc1)n(C)c(=O)n2C	0	776	-0.1%	i	0.5
11	Oc1ccc(N=Nc2ccccc2)o1	3	809	0.7%	i	1.1
12	NS(=O)(=O)c1ccc(NC(=O)c2cc(-c3cc(Cl)ccc3O)n[nH]2)cc1	0	806	-1.1%[50 µM]	i	0.7
13	CCOCCn1c(=NC(=O)CSCC(=O)N2CCOCC2)sc2cc(OC)ccc21	3	707	0.1%[50 µM]	u	x
14	CN(C)C1(CNC(=O)C2CCN(S(=O)(=O)c3ccccc3C(F)(F)F)CC2)CCCCC1	-2	712	0.1%[50 µM]	i	5.4
15	COc1cccc(/C=N/NC(=O)CNC(=O)c2ccncc2)c1O	-1	721	0.2%	i	1.7
16	CCCC(=O)N1CC(=O)Nc2ccc(C)cc2C1c1ccccc1 (stereo unspecified)	13	724	0.1%	i	0.5
17	C=CCNC1=C(Cl)C(=O)N(Cc2ccccc2)C1=O	-2	809	0.1%	i	0.5
18	O=C(NCCCN1CCCC1)c1ccc2c(c1)N(Cc1cccc(Cl)c1)C(=O)c1ccccc1S2=O (stereo unspecified)	-22	756	0.4%	i	0.4
19	CSCCCN1CCCC(CO)(Cc2ccccc2F)C1 (stereo unspecified)	0	778	-0.5%	i	0.6
20	O=C(c1cccc(-n2cccc2)c1)N1CCN(S(=O)(=O)c2ccc(F)cc2)CC1	-7	806	-0.2%[50 µM]	i	0.0
21	O=S(=O)(c1ccc(N2CCOCC2)c(Cl)c1)N1CCOCC1	2	852	1.0%	i	1.0
22	COc1ccc(NC(=O)C2CCCN(S(=O)(=O)c3ccc4[nH]c(=O)ccc4c3)C2)cc1 (stereo unspecified)	-9	797	6.0%	i	2.4
23	O=C(CN1C(=O)/C(=C/c2cccc(Br)c2)SC1=S)NCCCN1CCOCC1	-44	663	0.5%	i	0.6
24	O=C(Nc1ccc2oc(-c3ccccc3F)nc2c1)c1ccccc1F	14	788	0.8%	i	1.7
25	CCOc1ccccc1NS(=O)(=O)c1cc2c3c(c1)C(C)C(=O)N3CCC2 (stereo unspecified)	-8	649	0.4%	i	0.0
26	CC(NS(=O)(=O)c1c(N)n(C)c(=O)n(C)c1=O)c1ccccc1 (stereo unspecified)	-18	861	0.1%	i	1.2
27	COc1ccccc1OCC(=O)Nc1ccc(S(=O)(=O)N2CCOCC2)cc1	-4	817	0.3%	i	2.6
28	CC(C)OCCCn1c(=N)c(S(=O)(=O)c2ccccc2)cc2c(=O)n3ccccc3nc21	10	695	-0.6%	u	x
29	Cc1ccc(NC(=O)[C@@H](C)NC(=O)[C@@H]2Cc3ccccc3CN2)cc1	-4	659	0.3%	i	0.6
30	Cc1cccc(CCNC(=O)C2CCCN(c3ncnc4c3nc3n4CCCCC3)C2)c1 (stereo unspecified)	-18	700	-0.2%	i	1.1
31	O=C(c1ccc(F)cc1)c1ccc(N2CCCCC2)cc1	2	736	0.0%	i	0.5
32	Cc1ccn2cc(CNS(=O)(=O)c3ccc4ccccc4c3)nc2c1	19	678	1.1%[50 µM]	u	x
33	CN1CCN(C(=O)c2ccccc2NC(=O)c2ccccc2Br)CC1	-10	670	1.5%[50 µM]	i	1.7
34	COc1ccc(CCNC(=O)c2cc3c(=O)n4ccccc4nc3n(CCCN3CCOCC3)c2=N)cc1	-7	701	0.3%	i	2.9
35	COc1cc(NC(=S)N2CCN(C)CC2)cc(OC)c1	-5	851	0.2%	i	1.2
36	O=C(O)C1CCCC2CN3CCc4c([nH]c5ccccc45)C3C(O)C21 (stereo unspecified)	10	851	0.2%	i	3.8
37	O=C(COc1ccccc1Cl)NCCCNC(=O)c1cnccn1	23	878	0.0%	i	1.4
38	CC(C)(C)CN1CCC(Oc2cccc(C(=O)NCCCOc3cccnc3)c2)CC1	-5	741	0.0%	u	x
39	COc1ccc2c(c1OC)C(=O)N1C2SC[C@H]1C(=O)NC1CCCC1 (stereo partly specified)	-1	709	0.0%	i	1.2
40	CN(CCC1CCOCC1)C(=O)C1CCC(=O)N(CCc2ccccc2)C1 (stereo unspecified)	-4	715	0.4%	i	0.4
41	COc1ccc(Cl)cc1NC(=O)CN1C(=O)NC2(CCCC2)C1=O	88*	823*	0.4%	i	1.5
42	Nc1nc(SCc2ccccc2)c2[nH]cnc2n1	-1	798	1.2%	i	0.5
43	CCn1nc(C)c(CNC(=O)C2CCC(=O)N(Cc3cccc(F)c3)C2)c1C (stereo unspecified)	3	803	-0.2%	i	0.5
44	CN1C(=O)N(C)c2ccc(Br)c3cccc1c23	-2	845	-1.4%[50 µM]	i	0.1
45	O=C(CN1C(=O)c2ccccc2S1(=O)=O)NCc1ccc(F)cc1	-6	750	1.5%[50 µM]	i	0.0
46	O=S(=O)(NC(=NC1CCCCC1)c1ccccc1)c1ccc(F)cc1	-10	874	-0.1%	u	x
47	O=C(Nc1ccc(Br)cc1)Nn1cnnc1	2	862	0.1%	i	1.0
48	CC(C)(C)OC(=O)N[C@@H](Cc1ccccc1)C(=O)N1CCC(C(=O)NCC(=O)O)CC1	3	871	-0.6%[50 µM]	i	0.1
49	COc1ccc(C(=O)Nc2ccc(C(=O)Nc3cccc(C)c3)cc2)cc1	2	610	0.1%	i	0.4
50	COC(=O)C1=CN(c2ccc(OC)cc2)C=C(C(=O)OC)C1c1ccc([N+](=O)[O-])cc1	-15	815	0.0%	i	0.9
51	NC(=O)CCN1CCN(S(=O)(=O)/C=C/c2ccccc2)CC1	3	754	-0.2%	i	0.7
52	CCOC(=O)C1CCN(C(=O)C2CCN(c3ncnc4c3nc3n4CCCCC3)CC2)CC1	2	707	0.1%	i	1.9
53	Cc1cc(C)c(NC(=O)COc2ccc(-n3cnnn3)cc2)c(C)c1	-10	640	-0.1%	i	1.3
54	COc1ccc2cc(C(=O)N3CCN(Cc4ccc5c(c4)OCO5)CC3)[nH]c2c1	-22	681	0.2%	i	6.7
55	O=C(NCC1CCCO1)C(=O)N/N=C/c1cccc(Cl)c1 (stereo unspecified)	2	743	0.1%	i	0.3
56	Cc1nc([N+](=O)[O-])cn1Cc1cccc2ccccc12	-7	860	-0.2%	i	0.6
57	Cc1ccc(C(C)C)cc1S(=O)(=O)NCc1ccccn1	-33	864	-1.4%	i	0.2
58	CCCCn1c(N)c(N(CCOC)C(=O)CN(C)S(=O)(=O)c2ccc(Cl)cc2)c(=O)[nH]c1=O	2	704	0.4%	i	0.6
59	CC(C)C[C@H](NC(=O)N1c2ccccc2NC(=O)[C@@H]1C(C)C)C(=O)N[C@@H](Cc1ccccc1)C(=O)O	0	736	4.8%	i	1.9
60	CN1CCN(c2nc(-c3ccc(Cl)cc3)nc3ccccc23)CC1	-5	778	0.9%	i	1.4

Given with values under each structure: part of the list above
Results follow in this order: Lipid droplet	Lipid droplet cells 6.5 µM	K1F lysis inhibition	Myeloid diff 2	Myeloid diff 2 GFP+ MAC1+ %
38. CC(C)(C)CN1CCC(Oc2cccc(C(=O)NCCCOc3cccnc3)c2)CC1
    -5	741	0.0%	u	x
39. COc1ccc2c(c1OC)C(=O)N1C2SC[C@H]1C(=O)NC1CCCC1 (stereo partly specified)
    -1	709	0.0%	i	1.2
40. CN(CCC1CCOCC1)C(=O)C1CCC(=O)N(CCc2ccccc2)C1 (stereo unspecified)
    -4	715	0.4%	i	0.4
41. COc1ccc(Cl)cc1NC(=O)CN1C(=O)NC2(CCCC2)C1=O
    88*	823*	0.4%	i	1.5
42. Nc1nc(SCc2ccccc2)c2[nH]cnc2n1
    -1	798	1.2%	i	0.5
43. CCn1nc(C)c(CNC(=O)C2CCC(=O)N(Cc3cccc(F)c3)C2)c1C (stereo unspecified)
    3	803	-0.2%	i	0.5

Carrying on:
no.	SMILES	Lipid droplet	Lipid droplet cells 6.5 µM	K1F lysis inhibition	Myeloid diff 2	Myeloid diff 2 GFP+ MAC1+ %
61	O=C(Nc1cccnc1Cl)c1cc(-c2ccc(Br)cc2)on1	-3	739	0.1%	i	0.8
62	COc1cc(/C=N/Nc2nc(C)cc(=O)[nH]2)cc(OC)c1O	11	856	0.1%	i	0.6
63	O=c1c(-c2ccccc2Cl)coc2c(CN3CCCCC3)c(O)ccc12	-10	788	-0.1%	i	0.0
64	COc1ccc(N2CCN(C(=O)CCC(=O)N3CC(C)Oc4ccc(C)cc43)CC2)cc1 (stereo unspecified)	-34	816	0.9%	i	4.4
65	O=C(CN(C(=O)CCC(=O)Nc1ccccn1)c1ccc(F)cc1)NCc1ccc(F)cc1	0	819	-0.5%	i	1.2
66	CCOCCCNC(=O)CCn1ccc2cc(S(=O)(=O)N3CCCC3)ccc21	0	734	0.1%	u	x
67	Cc1ccccc1NC(=O)CN1C(=O)S/C(=C/c2cccnc2)C1=O	0	745	0.0%	u	x
68	CCOC(=O)N1CCN(C(=O)c2ccc(CS(=O)Cc3ccccc3Cl)o2)CC1 (stereo unspecified)	-1	680	0.2%	i	2.1
69	COc1ccccc1C(=O)N1CCN(C(=O)c2oc3ccc(C)cc3c2C)CC1	1	863	1.1%[50 µM]	i	1.1
70	COC(=O)/C=C1\N/C(=N/c2nc(C)c3cc(OC)ccc3n2)NC1=O	3	849	-1.3%	i	0.5
71	COc1ccc(NC(=O)Cn2ncn3c(cc4ccccc43)c2=O)c(OC)c1OC	-2	631	0.5%	i	4.5
72	Cc1c(S(=O)(=O)N2CC(C)CC(C)C2)c(=O)n(C)c(=O)n1C (stereo unspecified)	-6	703	0.0%	i	0.8
73	Cc1[nH]c(C)c(S(=O)(=O)N2CCN(c3cccc(C(F)(F)F)c3)CC2)c1C(=O)N1CCCCC1	0	674	0.6%	i	1.7
74	COC(=O)c1ccc(N2CCOCC2)c(NC(=O)c2cccnc2)c1	-6	787	0.0%	i	0.7
75	CCOC(=O)C1CCN(S(=O)(=O)c2cc3c4c(c2)C(C)C(=O)N4CCC3)CC1 (stereo unspecified)	-4	715	0.7%	i	0.0
76	Cc1cc(S(=O)(=O)N2CCCCC2)ccc1OCC(=O)N1CCOCC1	-17	820	-0.8%[50 µM]	u	x
77	Cc1ccccc1OC(C)C(=O)NCCCN1CCOCC1 (stereo unspecified)	4	686	-0.1%	i	0.6
78	O=C(Nc1nncs1)c1cc(S(=O)(=O)N2CCCCC2)ccc1Cl	6	849	0.2%	i	0.5
79	CCc1ccc(CN2C(=O)c3ccccc3C2C(=O)NC(C)CC)cc1 (stereo unspecified)	9	414	-1.3%[50 µM]	i	0.5
80	CC(C)(C)C#CCn1c(/C=[N+](\[O-])C2CCCCC2)nc2ccccc21	-4	717	-0.1%	i	0.6
81	Cc1ccccc1N1CCN(S(=O)(=O)c2nnc(NC(=O)c3ccc(F)cc3)s2)CC1	-7	693	0.3%	i	1.3
82	COc1ccccc1CNS(=O)(=O)c1c(C)[nH]c(C)c1C(=O)N1CCCC1	-5	763	0.6%	i	0.4
83	CCC(C)(C)NC(=O)C(c1ccccc1Cl)N(C(=O)CCC(=O)Nc1cc(C)on1)C1CC1 (stereo unspecified)	8	642	-0.2%	i	0.2
84	COc1ccc(C)cc1NC(=O)C1CCN(S(=O)(=O)c2c(C)noc2C)CC1	10	665	-0.2%	i	2.9
85	CN(C)CCCOc1nn(Cc2ccccc2)c2ccccc12	-5	748	2.1%	i	3.4

Rewritten with two lines to a compound: 2 of the compounds above.
Fields – Lipid droplet	Lipid droplet cells 6.5 µM	K1F lysis inhibition	Myeloid diff 2	Myeloid diff 2 GFP+ MAC1+ %
72: Cc1c(S(=O)(=O)N2CC(C)CC(C)C2)c(=O)n(C)c(=O)n1C (stereo unspecified)
 : -6	703	0.0%	i	0.8
74: COC(=O)c1ccc(N2CCOCC2)c(NC(=O)c2cccnc2)c1
 : -6	787	0.0%	i	0.7
